NSD2 HMT inh – NSD2 histone methyltransferase inhibitors, primary screen, biochemical, AlphaScreen, single concentration, set 2 | hit rate 0.54% among 310,000 | inhibition, % at 12.5 µM | NSD2 peptide methylation, 120 min; in the data active = inhibition above about 50%
PfHsp90 set2 – growth inhibition of PfHsp90-expressing yeast, primary screen, antimalarial PfHsp90 inhibitor project, S. cerevisiae, BacTiter-Glo luminescence, single point, set 2; inhibition, % at 9.4 µM; BacTiter-Glo ATP, 48 h; yeast lacking PDR1 and PDR3 efflux regulators; hit rate 0.32% among 310,000;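 active = every replicate shows inhibition above about 80%, whatever the replicate mean, limit read from the data; inconclusive = mean inhibition reaches the set limit but some replicate falls short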;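 also: 0% = DMSO neutral controls and 100% = 20 µM radicicol positive controls; yeast relying on Plasmodium falciparum Hsp90 in place of its own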
SR-BI HDL uptake – inhibitors of SR-BI mediated HDL lipid uptake, primary screen, ldlA[mSR-BI] cells, fluorescence, single point; Scavenger receptor class B member 1 (Mus musculus), Q61009; ldlA[mSR-BI] CHO cells, DiI-HDL uptake fluorescence, 3 h; inhibition, % at 12.5 µM; hit rate 0.96% among 320,000; AID 488896, 2010;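 active = mean replicate inhibition of at least 70% and a set share of replicates each scoring 70 or more; inconclusive = meets just one of the two criteria; inactive = fails both criteria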;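 also: 0% = median of neutral control wells and 100% = median of positive control wells; values of inactives mirror those of a sister screen read the other way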
Target sequence (Q61009 whole entry, looked up): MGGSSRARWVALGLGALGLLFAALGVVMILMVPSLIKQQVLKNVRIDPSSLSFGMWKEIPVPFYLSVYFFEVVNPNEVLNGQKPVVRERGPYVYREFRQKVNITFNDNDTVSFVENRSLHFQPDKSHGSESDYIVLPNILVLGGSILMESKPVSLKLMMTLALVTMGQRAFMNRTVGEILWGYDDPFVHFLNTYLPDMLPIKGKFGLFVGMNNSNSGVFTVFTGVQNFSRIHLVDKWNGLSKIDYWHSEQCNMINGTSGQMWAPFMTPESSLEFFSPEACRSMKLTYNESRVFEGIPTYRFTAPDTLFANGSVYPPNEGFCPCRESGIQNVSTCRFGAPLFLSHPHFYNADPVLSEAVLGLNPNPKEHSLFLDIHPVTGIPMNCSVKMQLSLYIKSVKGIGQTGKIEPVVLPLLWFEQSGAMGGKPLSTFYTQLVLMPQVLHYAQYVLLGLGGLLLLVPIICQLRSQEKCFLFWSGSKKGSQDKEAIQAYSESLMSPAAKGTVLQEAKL
Rtt109 Vps75 – inhibitors of C. albicans Rtt109/Vps75 HAT, primary screen, biochemical, ThioGlo CoA-SH fluorescence, plate reader; Histone acetyltransferase RTT109 (Candida albicans (strain SC5314 / ATCC MYA-2876)), …; purified Rtt109/Vps75, 4 h; inhibition, % at 34.9 µM; hit rate 0.16% among 330,000;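 active = inhibition of at least 50% in every replicate; inconclusive = best replicate reaches 50% inhibition but some replicates fall short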
dFosB activator – activators of delta FosB homodimer, primary screen, biochemical, fluorescence polarization, TAMRA-CDK5 oligo, single point; Protein FosB (Mus musculus), P13346; purified delta FosB; percent of positive-control signal above neutral wells; activation, % at 25 µM; hit rate 0.99% among 340,000;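 active = mean activation above about 17%, with every replicate also reaching it, limit read from the data, passing the limit was not always enough; inconclusive = only one of the two conditions met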;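 also: fluorescence polarization rise as delta FosB binds a TAMRA Cdk5 AP-1 oligo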
Target sequence (P13346 whole entry, looked up): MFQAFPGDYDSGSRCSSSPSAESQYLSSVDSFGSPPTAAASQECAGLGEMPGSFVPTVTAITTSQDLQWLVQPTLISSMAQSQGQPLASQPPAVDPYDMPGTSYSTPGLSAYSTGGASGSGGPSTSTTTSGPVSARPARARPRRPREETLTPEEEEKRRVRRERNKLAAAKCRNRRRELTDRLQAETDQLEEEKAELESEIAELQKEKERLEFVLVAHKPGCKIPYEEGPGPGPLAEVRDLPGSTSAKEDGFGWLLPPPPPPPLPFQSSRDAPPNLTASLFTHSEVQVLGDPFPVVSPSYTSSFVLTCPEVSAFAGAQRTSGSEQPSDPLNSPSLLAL
MITF act – activators of MITF-driven TRPM1 promoter reporter, primary screen, cell-based, SK-MEL-5, luciferase, single point | SK-MEL-5 TRPM1-promoter luciferase, 24 h; % of positive control, neutral wells = 0 | activation, % at 12.5 µM | hit rate 0.75% among 300,000;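 active = mean activation of at least 80% with every replicate also reaching 80%; inconclusive = mean reaches 80% but some replicate falls short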;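 also: 0% = neutral control wells and 100% = parthenolide positive control wells; values of inactives mirror those of a sister screen read the other way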
SR-BI uptake up – activators of SR-BI mediated DiI-HDL uptake, primary screen, ldlA[mSR-BI] CHO cells, DiI fluorescence; 3 h; 100 = double the neutral-control signal; activation, % at 12.5 µM; hit rate 0.096% among 320,000;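 active = mean replicate activation of at least 60% and every replicate at or above 60%; inconclusive = mean or all-replicate condition met, but not both; inactive = mean below 60% and not all replicates reaching 60%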;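 also: 0% = median plate neutral-control signal and 100% = twice that signal; values of inactives mirror those of a sister screen read the other way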
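material = CHO ldlA[mSR-BI] cells | medium = Ham's F12 with 0.5% BSA, HEPES 25 mM, pH 7.4 | reagent = fluorescent DiI-HDL, 10 µg/mL final | compound dosing = single-point compound dose | incubation = 3 h, 37 °C | measured by = bottom-read fluorescence, 550/595 nm | measure = HDL uptake via cellular fluorescence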
CAL PDZ FP-1 – CAL PDZ peptide-binding inhibitors, primary screen, biochemical, fluorescence polarization, Cer-tagged CAL PDZ, HTS; purified CAL PDZ, TMR-peptide fluorescence polarization, 1 h; inhibition, % at 20 µM; hit rate 0.02% among 330,000; AID 504414, 2011;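 active = highest replicate inhibition of at least 40%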;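 also: plate controls were DMSO neutral control wells for no effect and unlabeled competitor peptide control wells for full effect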
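Material – purified CerCALP PDZ construct · Detection – FP readout, S and P plane fluorescence · Measure – percent inhibition from loss of millipolarization · Controls – unlabelled peptide for full inhibition, DMSO wells as neutral · Probe or stimulus – TMR-labelled reporter peptide T*-PRC34 bound in PDZ groove · Times – 1 h at RT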
CAL PDZ FP-2 – untagged CAL PDZ binding inhibitors, primary screen, biochemical, fluorescence polarization, HTS | Golgi-associated PDZ and coiled-coil motif-containing protein (Homo sapiens), Q9HD26 | purified CAL PDZ, TMR-peptide fluorescence polarization, 1 h | inhibition, % at 24.9 µM | hit rate 0.92% among 300,000 | AID 602252, 2012;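 active = mean inhibition of at least 30% with at least half of replicates also reaching 30%; inconclusive = no clear call, values can overlap the other calls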;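 also: 0% = DMSO neutral control and 100% = excess unlabeled competitor peptide PRC23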
PvdQ acylase – P. aeruginosa PvdQ acylase inhibitors, primary screen, biochemical, fluorescence, plate reader and imaging, single point. AID 488965, 2010. purified PvdQ acylase. PvdQ acylase [Pseudomonas aeruginosa LESB58]. inhibition, % at 10 µM. hit rate 0.063% among 340,000; in the data active = inhibition above about 30%, passing the limit was not always enough; inconclusive = no clear call, values can overlap the other calls;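 also: 0% = vehicle neutral wells and 100% = reference inhibitor wells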
Numbers without * were called inactive; ? = inconclusive; nt = no result given. Not a hit list, and some 4.3% of all compounds hit somewhere here.

SMILES	NSD2 HMT inh	PfHsp90 set2	SR-BI HDL uptake	Rtt109 Vps75	dFosB activator	MITF act	SR-BI uptake up	CAL PDZ FP-1	CAL PDZ FP-2	PvdQ acylase
O=C(CN(C(=O)c1csnn1)c1cccc(Cl)c1)NC1CCCC1	4	30	0	5	-5	3	0	-1.5	-6	-9
COc1ccccc1NC(=O)CSc1nc2ccccc2c(=O)n1C	-6	5	33	-12	-8	0	-33	-1.0	-1	-17
Cc1oc2c(cc(NS(=O)(=O)c3ccc(Cl)cc3)c3ccccc32)c1C(=O)O	5	2	11	4	-8	-9	-11	-2.2	27	-11
COc1ccc(-c2nn(CC(=O)N(C)C)c(=O)c3ccccc23)cc1	nt	nt	-3	-2	-9	nt	3	nt	-5	-13
CC(C)c1nnc(NC(=O)CCC(=O)NC2CC2)s1	-2	-16	-15	-3	-4	-13	15	-2.5	-1	-15
COC(=O)Cc1ccc(NC(=S)N2CCCC(CO)C2)cc1 (stereo unspecified)	-2	-8	-37	-14	-7	3	37	-2.1	0	-12
COc1cccc(C(=O)Nc2cc(C)on2)c1OC	-4	8	6	24	-4	31	-6	-0.7	-1	2
O=C(Nc1ccc(F)cc1)Nc1ccc([N+](=O)[O-])cn1	-4	1	19	-6	?	13	-19	-0.4	5	4
C=CCOc1ccc(C2C(C#N)=C(N)N(N(C)C)C3=C2C(=O)CCC3)cc1 (stereo unspecified)	0	-1	1	-5	1	-3	-1	0.2	-3	-18
CN1C(=O)N(CC(=O)N2CCN(S(=O)(=O)c3ccc(Cl)s3)CC2)C(=O)C12CCCCC2	1	8	-18	8	-15	nt	18	0.2	9	-3
CCOc1ccc(S(=O)(=O)Nc2cccc(C)c2)c2cccnc12	3	-23	-4	-12	-8	-12	4	-0.1	2	0
CN1C(C(=O)Nc2cccc(O)c2)=CC(c2ccco2)=NS1(=O)=O	nt	23	-15	-2	-1	4	15	-0.1	nt	-5
CCN(CC)c1ccc(-c2n[nH]c(=S)n2-c2ccccc2)cc1	6	-19	57	4	-7	-15	-57	-2.8	-4	2
CCOP(=O)(OCC)C(NC(=O)c1cccs1)c1ccccc1 (stereo unspecified)	-1	-5	-5	-2	-4	7	5	-1.5	2	-9
O=C(C[n+]1ccccc1)N/N=C/c1cc(Br)ccc1O	1	-1	4	-2	-4	14	-4	nt	-4	-8
O=C(O)c1cc(S(=O)(=O)Nc2cccc(Oc3ccccc3)c2)ccc1Br	1	-18	-2	2	1	-2	2	0.2	nt	-5
O=C(O)CC(NC(=O)OCc1ccccc1)c1ccccc1 (stereo unspecified)	-6	-6	-11	-1	2	1	11	-2.7	0	-11
COC(=O)c1ccc(/C=N/NC(=O)c2ccc3nc[nH]c3c2)cc1	-7	-1	3	1	-4	15	-3	-1.1	nt	-3
O=C(CN1CCN(Cc2ccccc2Cl)CC1)N/N=C/c1ccccn1	-2	-3	-10	-9	-2	nt	10	-1.1	-4	-4
Cc1ccc(S(=O)(=O)CCC(=O)NCc2ccc(Cl)cc2)cc1	-2	-13	-29	1	1	6	29	-0.4	-2	-15
COc1cc(NC(=O)c2ccccc2OCc2ccccc2)cc(OC)c1OC	-3	-3	68	-7	-5	5	-68	-0.4	-1	5
CN1C(=O)N(c2nnc(C(C)(C)C)s2)C(=O)C1c1ccccc1 (stereo unspecified)	nt	0	4	6	-8	-5	-4	-0.8	-5	-2
Cc1nc(SCC(=O)Nc2cc(C)on2)c2c3c(sc2n1)CCCC3	1	1	17	5	-4	-7	-17	-0.9	10	-11
CS(=O)(=O)N1N=C(c2cccs2)CC1c1ccc(F)cc1 (stereo unspecified)	31	-22	-4	-14	-3	-8	4	-2.5	-1	-18
COCCCNC(=O)/C(C#N)=C/c1c(N2CCN(C)CC2)nc2c(C)cccn2c1=O	6	11	1	-4	-7	-1	-1	-1.5	nt	-11
COC(=O)c1nnn(-c2ccsc2C(=O)OC)c1C(=O)OC	-2	nt	-6	-6	3	-6	6	2.6	-4	-18
COC(=O)c1ccccc1OCCCCN1CC(C)OC(C)C1 (stereo unspecified)	0	-1	-24	0	2	0	24	0.3	3	-17
COc1ccc(C(CNC(=O)c2cccc(S(=O)(=O)Nc3ccc(F)cc3)c2)N2CCCCC2)cc1 (stereo unspecified)	4	nt	-13	8	-2	33	13	-1.4	-3	3
COc1ccc(OCC(=O)Nc2ccc3c(c2)nc(CCN2CCCCC2)n3C)cc1	-1	-29	-1	6	4	-5	1	-2.6	-5	-13
CCN1CC=C2C(C1)C(c1ccc(Cl)s1)C(C#N)=C(N)C2(C#N)C#N (stereo unspecified)	-1	nt	9	7	-6	nt	-9	0.2	-5	-4
O=C(Nc1ccccc1Cc1ccccc1)c1ccc2c(c1)SC1=NS(=O)(=O)CCN12	-3	2	28	1	4	0	-28	-2.2	-3	12
Cc1cccc(NC(=O)c2ccc([N+](=O)[O-])s2)c1C	-2	13	-1	nt	-3	-8	1	-1.6	47*	-18
Cc1ccc([N+](=O)[O-])cc1NC(=O)CN(C)CCOc1ccccc1	-3	12	-1	1	-4	1	1	0.2	-3	-13
COc1ccc(-c2[nH]ncc2N=Nc2ccccc2)cc1	3	-64	61	-1	-11	19	-61	-1.6	4	-4
CCN(CC)C(=O)Oc1cc(=O)n(C)c2ccccc12	0	25	-10	1	0	-12	10	0.3	-5	-9
O=C(CSc1nnc(CNC(=O)c2cccs2)o1)Nc1ccc(F)cc1F	-4	10	-246	-15	-2	-7	?	-0.8	-2	-14
CCc1ccc(-c2cc(C)no2)cc1S(=O)(=O)N1CCC(C)CC1	-5	12	52	4	-9	-23	-52	-2.2	-3	-1
C[C@@H](CN=[N+]=[N-])CN1CC[C@H](O)CCC1=O	nt	nt	-14	8	2	-2	14	-0.7	2	-10
CCCCNC(=O)CSc1nc2ccsc2c(=O)n1CCCC(=O)NCCc1ccc(S(N)(=O)=O)cc1	1	-3	18	-9	-7	-13	-18	-0.3	nt	-6
CC1CCCN(CC(=O)Nc2ccc(S(=O)(=O)N3CCCCCC3)cc2)C1 (stereo unspecified)	2	nt	-13	33	-7	2	13	-3.1	3	6
COCCN(C(=O)COC(=O)/C=C/c1ccc2c(c1)OCO2)c1c(N)n(Cc2ccccc2)c(=O)[nH]c1=O	nt	-6	24	-1	0	-4	-24	0.8	0	-4
CSc1ccc(CN(C)C(=O)c2cc(=O)c3ccccc3o2)cc1	-1	2	18	4	-4	2	-18	-2.3	10	21
S=C(NC1CCCCC1)N1CCc2ccccc2C1	-3	1	0	-4	-1	19	0	-1.1	-2	-13
COCc1c(C(=O)Nc2cccc(S(=O)(=O)N3CCCCC3)c2)oc2ccccc12	nt	nt	47	3	-10	0	-47	-0.1	nt	5
COC(=O)c1cc(C)[nH]c2c(C)cc3nc4ccccc4c3c12	21	-8	10	4	4	3	-10	-0.6	-1	-8
COc1cc(/C=N/NC(=O)c2cccnc2)ccc1OC(=O)c1ccc([N+](=O)[O-])cc1	-1	-14	3	-7	-2	-11	-3	-2.3	-5	-14
COC(=O)c1ccc(C(=O)OC)c(NC(=O)CSc2ccccn2)c1	2	5	6	-11	-11	9	-6	-1.4	1	-12
Cc1ccc(C(=O)c2c(NC(=O)c3ccncc3)sc3c2CCCC3)cc1	11	75	43	-3	2	nt	-43	1.7	-3	7

2 records picked at random from those above:
SMILES	NSD2 HMT inh	PfHsp90 set2	SR-BI HDL uptake	Rtt109 Vps75	dFosB activator	MITF act	SR-BI uptake up	CAL PDZ FP-1	CAL PDZ FP-2	PvdQ acylase
COc1cc(/C=N/NC(=O)c2cccnc2)ccc1OC(=O)c1ccc([N+](=O)[O-])cc1	-1	-14	3	-7	-2	-11	-3	-2.3	-5	-14
S=C(NC1CCCCC1)N1CCc2ccccc2C1	-3	1	0	-4	-1	19	0	-1.1	-2	-13

Continuation:
SMILES	NSD2 HMT inh	PfHsp90 set2	SR-BI HDL uptake	Rtt109 Vps75	dFosB activator	MITF act	SR-BI uptake up	CAL PDZ FP-1	CAL PDZ FP-2	PvdQ acylase
CCOc1cc(/C=N/NC(=O)CN2CCCCC2)ccc1OCc1ccc(Cl)cc1	0	-14	10	7	-8	3	-10	-0.6	1	-9
CSc1cccc(CNC(=O)C2CCC(=O)N(CCCN3CCCC3=O)C2)c1 (stereo unspecified)	-2	-4	4	-5	1	4	nt	-0.5	nt	-1
CN(c1ccccc1)S(=O)(=O)c1cc(C(=O)OCC(=O)c2c(N)n(C)c(=O)n(C)c2=O)ccc1Cl	-4	-15	-5	0	16	0	5	-1.9	nt	-9
CCN(CC)c1ccc(C2C(C(=O)Nc3ccccn3)=C(C)NC3=C2C(=O)CC(C)(C)C3)cc1 (stereo unspecified)	11	nt	2	-9	-11	nt	-2	-3.2	-6	-5
O=[N+]([O-])c1ccc(CSc2nnc(Cc3ccccc3)n2-c2ccc(F)cc2)cc1	2	-19	1	6	-7	-8	-1	-0.7	2	-8
CC(C)=CCN1CCN(CC#Cc2ccccc2)CC1CCO (stereo unspecified)	2	8	nt	-7	-6	-5	nt	-3.1	0	-7
CCOC(=O)N1CCC(NC(=O)CCCN2C(=O)CSc3ncccc32)CC1	1	14	-1	-10	-1	3	1	-1.0	-1	-6
O=S(=O)(c1cccs1)N1CCN(Cc2ccccc2)CC1	-2	-22	-41	1	2	11	41	0.4	nt	4
Cc1cc(C(F)(F)F)nc(SCC(=O)NC2CC3CCC2C3)n1 (stereo unspecified)	-3	17	-7	4	-3	-4	7	-0.7	-2	-8
Cc1nc(CNC(=O)c2ccccc2OC2CCN(S(C)(=O)=O)CC2)cs1	-3	5	-6	-7	0	7	6	0.4	nt	-8
COC(=O)CN1C(=O)COc2ccc(Cl)cc21	nt	5	-5	4	-1	-8	5	-0.4	0	19
COc1ccccc1NC(=S)NCCc1c[nH]c2ccccc12	4	-1	32	1	-2	-9	-32	-0.4	1	-13

Compound activity as filed in PubChem BioAssay.
